MsrA inhibitor = bovine MsrA inhibition; purified bovine MsrA, absorbance read-out; inhibition, % at 15.5 µM; 360,000 tested, 0.75% active; AID 651718; in the data active = inhibition above about 4.5%;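 note: 0% = vehicle wells with enzyme and 100% = reference inhibitor wells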
STEP block = blocks human striatal-enriched tyrosine phosphatase; inhibition, % at 20 µM; recombinant STEP, OMFP fluorogenic substrate, fluorescence; AID 588621; 360,000 tested, 0.25% active;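 active = inhibition at 20 µM, scaled per plate between control wells, above about 37%, limit read from the data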;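 note: 0% = DMSO with enzyme and substrate and 100% = substrate only without enzyme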
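Material: STEP (striatal-enriched tyrosine phosphatase) enzyme, cell-free; Compound dosing: 20 µM single dose in 1% DMSO; Technique: fluorescence read at 480 nm ex / 540 nm em; Times: reaction 20 min, ambient temperature; Medium: 50 mM Bis-Tris pH 6.0 with 2.5 mM DTT and 0.005% Tween 20; Also added: OMFP at 25 µM.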
CendR NRP1 mod = modulators of CendR peptide binding to human neuropilin-1. inhibition, % at 25 µM. O14786. AID 602438. FAM-RPARPAR peptide binding to NRP-1, fluorescence polarization. 360,000 tested, 0.85% active;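 active = inhibition or corrected inhibition above about 18%, plus a signal ratio from 0.5 to 1.5, limit read from the data, passing the limit was not always enough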; note: strong numbers were not always called active
Target sequence (O14786 whole entry, looked up): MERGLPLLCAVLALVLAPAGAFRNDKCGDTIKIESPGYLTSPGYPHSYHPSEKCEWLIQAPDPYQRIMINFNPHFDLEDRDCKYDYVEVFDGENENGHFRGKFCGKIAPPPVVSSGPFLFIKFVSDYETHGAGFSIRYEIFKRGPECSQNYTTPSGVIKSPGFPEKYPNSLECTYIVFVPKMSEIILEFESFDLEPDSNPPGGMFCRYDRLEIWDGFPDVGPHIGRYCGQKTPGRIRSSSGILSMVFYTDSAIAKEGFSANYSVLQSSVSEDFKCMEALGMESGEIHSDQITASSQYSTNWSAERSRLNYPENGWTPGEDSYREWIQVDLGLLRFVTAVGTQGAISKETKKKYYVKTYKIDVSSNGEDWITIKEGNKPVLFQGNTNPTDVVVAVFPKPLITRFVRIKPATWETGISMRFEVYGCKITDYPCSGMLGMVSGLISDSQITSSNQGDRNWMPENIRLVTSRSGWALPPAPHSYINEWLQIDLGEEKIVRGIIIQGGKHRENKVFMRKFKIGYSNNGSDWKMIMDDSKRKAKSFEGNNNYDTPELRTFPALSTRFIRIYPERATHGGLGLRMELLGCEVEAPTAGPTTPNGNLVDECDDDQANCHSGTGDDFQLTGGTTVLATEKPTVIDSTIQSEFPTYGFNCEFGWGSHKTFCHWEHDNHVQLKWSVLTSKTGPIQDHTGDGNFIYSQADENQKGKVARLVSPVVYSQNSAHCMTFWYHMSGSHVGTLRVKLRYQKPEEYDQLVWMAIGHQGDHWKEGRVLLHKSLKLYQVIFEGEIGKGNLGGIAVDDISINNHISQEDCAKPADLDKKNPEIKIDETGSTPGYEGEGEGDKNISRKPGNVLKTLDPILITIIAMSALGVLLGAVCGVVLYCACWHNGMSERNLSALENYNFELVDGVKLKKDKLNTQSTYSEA
DNMT1 inh = blocks human DNA methyltransferase DNMT1; P26358; 360,000 tested, 0.83% active; inhibition (reported as % activation of signal), % at 10 µM; DNMT1 molecular beacon, Hinp1I cleavage, fluorescence; in the data active = inhibition above about 50%
Scp-1 inhibitor = inhibitors of human Scp-1 phosphatase | Q9GZU7 | Recombinant Scp1, phosphopeptide, malachite green phosphate absorbance | inhibition, % at 20 µM | 340,000 tested, 0.88% active;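 active = inhibition above about 50% at 20 µM, limit read from the data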;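 note: plate controls were DMSO wells with enzyme for no effect and wells lacking enzyme for full effect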
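System: truncated SCP-1 phosphatase (76-261aa); medium: Tris acetate buffer pH 5.5 with MgCl2 and Tween-20; incubation: 45 min room-temperature reaction, 5 min colour, 30 min stabiliser; compound: single 20 µM dose, 1% DMSO; reagent: Phosphorylated 17-residue peptide substrate; read-out: % inhibition at 20 µM; technique: colorimetric free-phosphate detection, absorbance 630 nm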
eLon inh = E. coli protease La inhibition | P0A9M0 | purified E. coli Lon protease, fluorescence polarization | inhibition, % at 7.94 µM | 360,000 tested, 0.42% active | AID 602123; in the data active = inhibition above about 13%, passing the limit was not always enough;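 note: 0% = enzyme with probe and DMSO and 100% = no enzyme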
TbMetRS inhib = blocks T. brucei methionyl-tRNA synthetase activity; purified T. brucei MetRS, ATP depletion, Kinase-Glo luminescence; inhibition, % at 11.9 µM; 360,000 tested, 0.4% active; AID 624268;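 active = inhibition above a per-plate cutoff of the control wells' mean inhibition plus 3 SD, cut at about 5.5% in these data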;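 note: 0% = DMSO wells median and 100% = median of wells with control inhibitor compound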
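Dosing: 11.9 µM single point; system: parasite MetRS enzyme; technique: luminescence of leftover ATP; times: 15 min enzyme-compound preincubation, 2 h reaction, 10 min detection, 25 °C; replicates: each compound tested once; read-out basis: percent inhibition relative to median high and low control wells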
MsrA act = activates bovine MsrA enzyme. purified bovine MsrA, absorbance read-out. activation, % at 10.6 µM. 360,000 tested, 0.3% active. AID 602163; in the data active = activation above about 7.5%;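 note: 0% = vehicle and 100% = reference activator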
SUMO1 PPI mod = alters human SUMO1 binding to SIM partners. P63165. SUMO1 binding to a labelled peptide, TR-FRET, 1 h. inhibition, % at 20 µM. 360,000 tested, 0.33% active. AID 602429; in the data active = inhibition above about 37%
LMPTP block = LMPTP (human) inhibition | inhibition, % at 20 µM | 360,000 tested, 0.22% active | recombinant LMPTP-A, OMFP fluorogenic substrate, fluorescence intensity;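 active = compounds that cut the enzyme signal by at least half of the control window in the single-dose screen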;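 note: plate controls were DMSO wells with enzyme plus substrate for no effect and substrate without enzyme for full effect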
Target sequence (P24666 whole entry, looked up): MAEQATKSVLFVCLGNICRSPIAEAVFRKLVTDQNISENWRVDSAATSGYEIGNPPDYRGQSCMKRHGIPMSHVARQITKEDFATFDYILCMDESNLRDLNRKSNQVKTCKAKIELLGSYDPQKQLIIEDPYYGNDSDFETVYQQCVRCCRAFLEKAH
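Buffer or medium: Bis-Tris pH 6.0, DTT, detergent; Assay system: LMPTP-A enzyme; Quantity: 0.625 nM enzyme; Detection: endpoint fluorescence intensity; Times: 50 min dark incubation at room temperature; Controls: substrate-only low control, DMSO enzyme-plus-substrate high control; Doses: single 20 µM dose; Read-out: percent inhibition versus substrate-only and uninhibited controls; Reagent: 400 µM OMFP.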
* marks the source's active call; other numbers are inactive results.

For Cc1ccc2[nH]c(CN3CCC(CO)(CC4CCCCO4)CC3)c(C)c2c1 (centres undefined) the results were MsrA inhibitor -1.0, STEP block 2.6, CendR NRP1 mod -7.0, DNMT1 inh -0.4, Scp-1 inhibitor -1.1, eLon inh -0.2, TbMetRS inhib -1.6, MsrA act -5.7, SUMO1 PPI mod -0.2 and LMPTP block 0.5.
For CC(CCc1ccccc1)NC(=O)c1nnc(Cc2ccc(Cl)cc2)o1 (centres undefined) the results were MsrA inhibitor 0.1, STEP block -1.9, CendR NRP1 mod 1.2, DNMT1 inh -3.2, Scp-1 inhibitor 12.9, eLon inh 15.5, TbMetRS inhib -0.8, MsrA act -0.7, SUMO1 PPI mod 9.6 and LMPTP block 1.4.
For O=C(Nc1ccc(C(F)(F)F)cc1)C1=NN(C2CCS(=O)(=O)C2)C(=O)CC1 (centres undefined) the results were MsrA inhibitor -0.4, STEP block -1.7, CendR NRP1 mod 12.1, DNMT1 inh 1.0, Scp-1 inhibitor -5.5, eLon inh -6.1, TbMetRS inhib -0.5, MsrA act -5.0, SUMO1 PPI mod -0.4 and LMPTP block -0.6.
Screening O=C(CN1C(=O)NC2(CCCCC2)C1=O)NC1CCCc2ccccc21 (centres undefined) returned MsrA inhibitor 2.2, STEP block -2.0, CendR NRP1 mod -0.6, DNMT1 inh 5.9, Scp-1 inhibitor -9.1, eLon inh -0.2, TbMetRS inhib 0.3, MsrA act -4.7, SUMO1 PPI mod 0.6 and LMPTP block -1.7.
For NC(=O)NC(=O)CSc1nnc(-c2ccc(Cl)cc2)n1CC1CCCO1 (centres undefined) the results were MsrA inhibitor 0.0, STEP block -1.0, CendR NRP1 mod 3.1, DNMT1 inh 3.5, Scp-1 inhibitor -0.8, eLon inh -3.9, TbMetRS inhib -0.3, MsrA act -8.1, SUMO1 PPI mod -0.7 and LMPTP block -1.6.
O=C(Nc1ccccc1N1CCOCC1)c1cc(F)cc(F)c1 was read as MsrA inhibitor 1.4, STEP block 1.0, CendR NRP1 mod -5.9, DNMT1 inh 1.7, Scp-1 inhibitor -6.1, eLon inh 8.6, TbMetRS inhib -0.3, MsrA act -1.5, SUMO1 PPI mod 5.6 and LMPTP block -1.8.
`CC[C@H](C)[C@@H](NC(=O)O[C@@H]1C(=O)c2cc(OC)ccc2O[C@H]1c1ccc(OC)c(Br)c1)C(=O)OC` gave STEP block 2.5, CendR NRP1 mod 3.1, DNMT1 inh -4.5, Scp-1 inhibitor -16.0, eLon inh -11.0, TbMetRS inhib -0.3, MsrA act -1.6, SUMO1 PPI mod -12.3 and LMPTP block 3.0.
`CC(=O)C1C(=O)C=C(c2ccco2)CC1c1ccccc1` (centres undefined) gave MsrA inhibitor 4.3, STEP block 0.6, CendR NRP1 mod -13.6, DNMT1 inh 6.5, Scp-1 inhibitor -12.9, eLon inh 2.9, TbMetRS inhib -0.1, MsrA act -2.3, SUMO1 PPI mod -17.1 and LMPTP block 0.5.
For Cc1nc2cc(NC(=O)CS(=O)(=O)c3ccc(F)cc3)ccc2s1 the results were MsrA inhibitor -0.3, STEP block 0.1, CendR NRP1 mod -1.0, DNMT1 inh 2.5, Scp-1 inhibitor 3.9, eLon inh 0.5, TbMetRS inhib -0.6, MsrA act -1.8, SUMO1 PPI mod 9.0 and LMPTP block -0.7.
`O=C(O)c1cccnc1SCC(=O)N1CCCCCC1` gave MsrA inhibitor -0.4, STEP block 0.5, CendR NRP1 mod -7.4, DNMT1 inh 1.4, Scp-1 inhibitor 2.2, eLon inh 4.3, TbMetRS inhib 0.4, MsrA act -2.8, SUMO1 PPI mod -2.2 and LMPTP block -0.3.
For COc1ccc(C(=O)O/N=C/c2ccc(S(=O)c3ccc(Cl)cc3)nc2)cc1 (centres undefined) the results were MsrA inhibitor 0.8, STEP block 0.8, CendR NRP1 mod 9.2, DNMT1 inh 2.1, Scp-1 inhibitor 8.0, eLon inh 0.5, TbMetRS inhib -1.2, MsrA act -0.8, SUMO1 PPI mod -3.3 and LMPTP block 8.5.
CCCn1c(/N=C/c2c[nH]c3ccccc23)nc2ccccc21 was read as MsrA inhibitor 0.4, STEP block -2.0, CendR NRP1 mod -8.4, DNMT1 inh -1.3, Scp-1 inhibitor -2.5, eLon inh 1.6, TbMetRS inhib 1.1, MsrA act -2.8, SUMO1 PPI mod 2.9 and LMPTP block 6.0.
Screening C=CCC(C(=O)OC)(C(=O)OC)c1ccc([N+](=O)[O-])cn1 returned MsrA inhibitor -0.6, STEP block -4.1, CendR NRP1 mod 4.2, DNMT1 inh 3.2, Scp-1 inhibitor -7.3, eLon inh -0.6, TbMetRS inhib -0.7, MsrA act 0.5, SUMO1 PPI mod -17.9 and LMPTP block -1.0.
Screening CCCCC(=O)Nc1nnc(S(=O)(=O)N2CCCCCC2)s1 returned MsrA inhibitor -0.1, STEP block -3.7, CendR NRP1 mod 13.0, DNMT1 inh 2.6, Scp-1 inhibitor -4.7, eLon inh -0.3, TbMetRS inhib -0.4, MsrA act -0.1, SUMO1 PPI mod 1.0 and LMPTP block -0.1.
For CCOC(=O)C1CCCN(C(=O)c2cc(C)oc2C)CC1 (centres undefined) the results were MsrA inhibitor -0.5, STEP block -5.3, CendR NRP1 mod 4.2, DNMT1 inh 2.4, eLon inh -18.8, TbMetRS inhib -0.1, MsrA act -0.9, SUMO1 PPI mod -3.1 and LMPTP block -0.1.
For CCOc1cc(/C=N/NC(=O)NN(C)c2ncc(C(F)(F)F)cc2Cl)ccc1O the results were MsrA inhibitor 0.1, STEP block -1.5, CendR NRP1 mod 17.5, DNMT1 inh 13.2, Scp-1 inhibitor 9.2, eLon inh -3.8, TbMetRS inhib -0.3, MsrA act -9.5, SUMO1 PPI mod 1.7 and LMPTP block 3.0.
For CN(Cc1cnn(Cc2ccccc2)c1)C(=O)CN=C1NS(=O)(=O)c2ccccc21 the results were MsrA inhibitor 0.2, STEP block -0.9, CendR NRP1 mod 4.8, DNMT1 inh 0.4, Scp-1 inhibitor 2.0, eLon inh 8.2, TbMetRS inhib -0.5, MsrA act -7.5, SUMO1 PPI mod -1.2 and LMPTP block 0.1.
For COCCN(C(=O)CCC(=O)Nc1cc(C)on1)C(C(=O)NC(C)(C)C)c1cccc(OC)c1OC (centres undefined) the results were MsrA inhibitor 0.3, STEP block -1.3, CendR NRP1 mod 11.9, DNMT1 inh -0.5, Scp-1 inhibitor 2.6, eLon inh -2.8, TbMetRS inhib -0.8, MsrA act -1.3, SUMO1 PPI mod -2.5 and LMPTP block -0.6.
`COc1cc(NC(=O)/C=C/c2ccccc2)c(C(=O)O)cc1OC` gave MsrA inhibitor 4.7*, STEP block 0.1, CendR NRP1 mod 4.7, DNMT1 inh 8.9, Scp-1 inhibitor -10.7, eLon inh 2.2, TbMetRS inhib -1.0, MsrA act -15.0, SUMO1 PPI mod -12.4 and LMPTP block 5.3.
Screening Cc1cccc(-c2cc3c(nn2)-c2ccccc2C3=O)c1 returned MsrA inhibitor -0.9, STEP block 1.1, CendR NRP1 mod 0.2, DNMT1 inh -14.8, Scp-1 inhibitor -1.8, eLon inh -0.4, TbMetRS inhib -1.0, MsrA act 6.5, SUMO1 PPI mod -22.2 and LMPTP block 3.0.
For CCSc1nc(N)c2c3c(sc2n1)CCC3 the results were MsrA inhibitor 1.5, STEP block -5.3, CendR NRP1 mod 12.9, DNMT1 inh 0.2, Scp-1 inhibitor 2.6, eLon inh 1.0, TbMetRS inhib -0.3, MsrA act -1.3, SUMO1 PPI mod -4.3 and LMPTP block -0.2.
For Cc1c(C(=O)O)sc2[nH]c(=O)n(Cc3ccccc3)c(=O)c12 the results were MsrA inhibitor 0.5, STEP block -0.7, CendR NRP1 mod 0.7, DNMT1 inh 1.1, Scp-1 inhibitor -7.5, eLon inh -16.6, TbMetRS inhib 0.4, MsrA act 0.5, SUMO1 PPI mod 10.4 and LMPTP block 1.2.
`CC(SCc1ccccc1)C(=O)Nc1ccc(F)cc1` (centres undefined) gave MsrA inhibitor 0.5, STEP block -1.6, CendR NRP1 mod 8.8, DNMT1 inh 3.4, Scp-1 inhibitor -9.6, eLon inh 3.5, TbMetRS inhib -0.4, MsrA act -8.2, SUMO1 PPI mod 0.5 and LMPTP block -0.9.
`O=C(/C=C/c1ccc(Cl)cc1)c1cccnc1` gave MsrA inhibitor 1.8, STEP block 3.4, CendR NRP1 mod 10.2, DNMT1 inh 0.5, Scp-1 inhibitor 3.6, eLon inh 0.2, TbMetRS inhib -0.8, MsrA act -4.5, SUMO1 PPI mod -3.6 and LMPTP block -0.3.
Cc1ccc(NC(=S)N2CCN(Cc3ccccc3)CC2)c(C)c1 was read as MsrA inhibitor 0.1, STEP block 0.9, CendR NRP1 mod -0.3, DNMT1 inh 1.0, Scp-1 inhibitor -1.2, eLon inh -0.3, TbMetRS inhib -0.7, MsrA act -9.1, SUMO1 PPI mod -0.9 and LMPTP block -1.2.
`C[N+]1(CC2COC3(CCCCC3)O2)CCCCC1` (centres undefined) gave MsrA inhibitor 1.1, STEP block -1.3, CendR NRP1 mod 9.1, DNMT1 inh 3.0, Scp-1 inhibitor 107.9*, eLon inh 4.3, TbMetRS inhib -0.9, MsrA act -7.2, SUMO1 PPI mod -1.8 and LMPTP block 0.6.
`O=C(Cc1cccc(NC(=O)C2CCCN(C(=O)C3CC3)C2)c1)Nc1cccc(C(=O)N2CCCCC2)c1` (centres undefined) gave MsrA inhibitor -1.4, STEP block -3.5, CendR NRP1 mod 14.0, DNMT1 inh 4.7, Scp-1 inhibitor 12.3, eLon inh -3.1, TbMetRS inhib 0.6, MsrA act -8.8, SUMO1 PPI mod 1.7 and LMPTP block 0.3.
O=C(CSc1nc(=O)n2cc(Cl)ccc2n1)Nc1ccc2c(c1)OCO2 was read as MsrA inhibitor 1.2, STEP block -0.1, CendR NRP1 mod -46.7, DNMT1 inh 4.8, Scp-1 inhibitor 6.8, eLon inh -21.7, TbMetRS inhib 0.1, MsrA act -3.9, SUMO1 PPI mod -8.1 and LMPTP block 1.7.

Reprinted from the results shown, 2 compounds:
`O=C(/C=C/c1ccc(Cl)cc1)c1cccnc1` gave MsrA inhibitor 1.8, STEP block 3.4, CendR NRP1 mod 10.2, DNMT1 inh 0.5, Scp-1 inhibitor 3.6, eLon inh 0.2, TbMetRS inhib -0.8, MsrA act -4.5, SUMO1 PPI mod -3.6 and LMPTP block -0.3.
Cc1ccc(NC(=S)N2CCN(Cc3ccccc3)CC2)c(C)c1 was read as MsrA inhibitor 0.1, STEP block 0.9, CendR NRP1 mod -0.3, DNMT1 inh 1.0, Scp-1 inhibitor -1.2, eLon inh -0.3, TbMetRS inhib -0.7, MsrA act -9.1, SUMO1 PPI mod -0.9 and LMPTP block -1.2.

Screens (PubChem BioAssay)
